# From PubChem BioAssay
# GSTO1 inh: GSTO1 inhibition, counter-screen for RBBP9 inhibitors | recombinant GSTO1, activity-based probe fluorescence polarization | inhibition, % at 5.96 µM | actives 1.1% (n = 300,000) | AID 1974;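 active means inhibition above the campaign mean inhibition plus 3 SD, cut at about 35% in these data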;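 further: 0% = GSTO1-1 with DMSO and 100% = wells lacking GSTO1-1 enzyme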
# Fam108B inh: Fam108B inhibition, counter-screen for RBBP9 inhibitors. recombinant Fam108B, FP-Rh probe fluorescence polarization. actives 0.33% (n = 300,000). inhibition, % at 9.51 µM;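 active means inhibition above the screen mean inhibition plus 3 SD, computed separately per campaign, cut at about 18% in these data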;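 further: inhibitors lower polarization as less probe binds the enzyme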
# PAD4 inh: blocks human protein arginine deiminase 4 | Q9UM07 | recombinant PAD4, RCA probe fluorescence polarization | inhibition, % at 6.36 µM | actives 0.41% (n = 330,000) | AID 485272;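 active means percent inhibition above a cutoff equal to the mean of all tested compounds plus 3 SD, cut at about 15% in these data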;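 further: 0% = PAD4 with RCA probe and DMSO and 100% = probe without PAD4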
# Target sequence (Q9UM07 whole entry, looked up): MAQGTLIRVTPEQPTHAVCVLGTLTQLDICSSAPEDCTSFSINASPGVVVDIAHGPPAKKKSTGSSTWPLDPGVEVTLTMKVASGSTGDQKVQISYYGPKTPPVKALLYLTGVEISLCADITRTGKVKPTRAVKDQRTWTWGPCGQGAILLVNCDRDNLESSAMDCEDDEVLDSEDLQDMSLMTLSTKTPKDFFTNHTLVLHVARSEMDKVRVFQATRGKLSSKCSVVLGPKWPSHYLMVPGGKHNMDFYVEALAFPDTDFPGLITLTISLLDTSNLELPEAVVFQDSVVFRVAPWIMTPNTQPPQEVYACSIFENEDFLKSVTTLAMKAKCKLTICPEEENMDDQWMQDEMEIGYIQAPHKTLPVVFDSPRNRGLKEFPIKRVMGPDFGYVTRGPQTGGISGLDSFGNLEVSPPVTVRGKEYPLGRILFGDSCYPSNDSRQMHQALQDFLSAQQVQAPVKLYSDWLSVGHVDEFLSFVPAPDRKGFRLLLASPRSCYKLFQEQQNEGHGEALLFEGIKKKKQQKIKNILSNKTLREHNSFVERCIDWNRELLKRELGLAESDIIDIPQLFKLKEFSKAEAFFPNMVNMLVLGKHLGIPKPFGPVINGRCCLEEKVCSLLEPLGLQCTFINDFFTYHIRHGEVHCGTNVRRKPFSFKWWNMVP
# LYPLA1 counter: LYPLA1 (human) inhibition in PME1 counter-screen | O75608 | recombinant LYPLA1, FP-Rh probe fluorescence polarization | inhibition, % at 5.9 µM | actives 0.16% (n = 320,000);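 active means inhibition above the mean of all tested compounds plus 3 SD, set per campaign, cut at about 14% in these data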;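 further: inhibitors block serine hydrolase probe labeling of LYPLA1 so polarization falls; 0% = enzyme with DMSO and 100% = wells lacking LYPLA1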
# PAFAH1B3 FP inh: PAFAH1B3 (human) inhibition; Q15102; actives 0.28% (n = 340,000); inhibition, % at 3.39 µM; recombinant PAFAH1B3, FP-rhodamine probe, fluorescence polarization; AID 492972;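 active means inhibition above the screen-wide average of all tested compounds plus 3 SD, cut at about 25% in these data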;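 further: 0% = enzyme with DMSO only and 100% = wells lacking PAFAH1B3 protein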
# PAFAH2 inh: inhibitors of human PAFAH2 | inhibition, % at 3.39 µM | recombinant PAFAH2, FP-rhodamine activity probe, fluorescence polarization | actives 0.99% (n = 340,000);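 active means inhibition above the mean over all tested compounds plus 3 SD, cut at about 30% in these data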;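 further: inhibitors block probe labeling of enzyme so polarization drops; 0% = enzyme with DMSO and 100% = wells lacking PAFAH2 protein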
# PAFAH1B2 FP inh: blocks human PAF acetylhydrolase 1b catalytic subunit 2; P68402; recombinant PAFAH1B2, FP-rhodamine activity probe, fluorescence polarization; inhibition, % at 3.39 µM; actives 1.2% (n = 340,000); AID 492953;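 active means inhibition above the mean of all tested compounds plus 3 SD, cut at about 24% in these data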;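 further: 0% = enzyme with DMSO and 100% = wells lacking PAFAH1B2; many of its hits are not listed in these tables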
# pPAFAH inh: inhibitors of human plasma PAF acetylhydrolase (pPAFAH); Q13093; recombinant pPAFAH, FP-rhodamine probe fluorescence polarization; inhibition, % at 3.39 µM; actives 1.5% (n = 330,000);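 active means inhibition above the mean inhibition across the screen plus 3 SD, cut at about 25% in these data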;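 further: inhibitors block binding of the rhodamine activity-based probe so polarization drops; 0% = enzyme with DMSO and 100% = wells lacking pPAFAH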
# PME-1 inh: blocks human protein phosphatase methylesterase 1; actives 0.53% (n = 320,000); inhibition, % at 5.9 µM; recombinant PME-1, FP-Rh probe fluorescence polarization; Q9Y570;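 active means inhibition above the campaign mean of all compounds plus 3 SD, cut at about 26% in these data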;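 further: competitive labeling of PME-1 active site by serine hydrolase directed probe; 0% = PME-1 with DMSO and 100% = wells lacking PME-1 enzyme; inhibitors block probe labeling so polarization falls and inhibition rises; many of its hits are not listed in these tables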
# Target sequence (Q9Y570 whole entry, looked up): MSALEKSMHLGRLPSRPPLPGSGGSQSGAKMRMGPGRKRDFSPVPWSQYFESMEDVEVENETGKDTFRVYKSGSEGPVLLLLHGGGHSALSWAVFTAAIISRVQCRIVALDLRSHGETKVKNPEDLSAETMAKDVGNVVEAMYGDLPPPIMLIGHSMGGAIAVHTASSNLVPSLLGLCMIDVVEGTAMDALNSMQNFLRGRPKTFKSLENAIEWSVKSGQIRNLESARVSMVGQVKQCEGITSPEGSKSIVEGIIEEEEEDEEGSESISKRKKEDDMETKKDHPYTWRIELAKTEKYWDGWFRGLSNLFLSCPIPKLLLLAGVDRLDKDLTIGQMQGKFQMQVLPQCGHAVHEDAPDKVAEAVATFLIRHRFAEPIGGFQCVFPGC
# Starred values were filed as active, the others as inactive; nt = not tested or not shown.
SMILES	GSTO1 inh	Fam108B inh	PAD4 inh	LYPLA1 counter	PAFAH1B3 FP inh	PAFAH2 inh	PAFAH1B2 FP inh	pPAFAH inh	PME-1 inh
CN(C(=O)c1cccc(Br)c1)C1CCS(=O)(=O)C1 (centres undefined)	1	0	5	0	0	1	0	0	3
Nc1ccc(Oc2ccc3c(c2)OCO3)cc1	-1	1	-3	-2	-4	4	3	3	-3
CCOC(=O)c1sc(NC(=O)CSc2n[nH]c(C)n2)nc1C	1	3	2	-3	-1	-5	-6	-2	-5
N#CNC(=Nc1ccccc1)SCc1ccc(C(=O)O)cc1	-1	1	3	-3	5	3	6	-2	-2
Cc1nc(-c2ccc(NC(=O)c3ccccc3C)cc2)cs1	-4	-2	0	-1	3	-1	-2	-2	0
CCN1CCN(C(=S)NC(=O)c2cc(OC)c(OC)c(OC)c2)CC1	nt	nt	-1	nt	1	4	-7	3	nt
O=C(NCCN1CCCC1)C1COc2ccccc2O1 (centres undefined)	10	6	0	2	2	-1	1	5	2
CC1(C)Cc2c(sc3ncn4nc(CCC(=O)O)c(=O)nc4c23)CO1	7	5	1	6	-7	-5	4	5	5
O=C(COC(=O)CSc1ccc2ccccc2c1)NC1CCCC1	4	-1	-6	-7	6	2	17	9	8
C[C@H](NC(=O)c1nc[nH]c1C(=O)N1CCN(c2ccccc2)CC1)c1ccccc1	nt	nt	1	0	3	8	3	6	-3
Cc1ccc(C(=O)C2=C(O)C(=O)N(Cc3cccnc3)C2c2cccc(Oc3ccccc3)c2)o1 (centres undefined)	-1	2	-6	-2	nt	nt	nt	10	7
COc1ccc(-n2c(SCC(=O)NC3CCCCC3)nc3ccsc3c2=O)cc1	1	2	0	6	0	6	8	-4	0
COC(=O)C1CN(C(=O)C(C)Oc2cccc(C)c2C)c2ccccc2O1 (centres undefined)	-1	-4	-1	0	0	-2	1	2	-7
COC(=O)C1=C(N)OC2=C(C(=O)CC(C)(C)C2)C1c1cccnc1 (centres undefined)	0	0	-6	3	-9	-3	-4	1	0
Cc1cc(C(C)(C)C)cc(C)c1N	-3	4	4	0	6	-1	0	6	-3
CCOC(=O)N1CCN(C(=O)c2cn(CC)c3cc(N4CCN(C)CC4)c(F)cc3c2=O)CC1	-1	2	7	-2	nt	nt	nt	1	-4
O=C(CC(CC(=O)c1ccccc1)c1ccccc1)c1ccccc1	-1	3	3	-6	-3	-4	1	0	-2
O=C(Nc1cc(S(=O)(=O)N2CCCCCC2)ccc1OCC(F)(F)F)C1CCC1	8	3	-2	3	-2	3	3	2	-1
COc1ccc(OCCCCN2CCC(C)CC2)cc1	-2	-4	-2	-2	-6	1	-1	3	-3
COc1ccccc1CN1C(=O)CCC1(C)C(=O)NC1CCCCCC1 (centres undefined)	3	6	-3	4	5	2	0	4	0
O=C(N/N=C/c1ccccc1)c1ccc2c(c1)OCO2	2	4	0	-2	7	6	4	1	-3
COC(CNC(=O)CCc1c(C)nc2c(-c3ccccc3)c(C)nn2c1C)OC	3	-5	2	1	7	-2	8	2	3
CN(C(=O)/C=C/c1ccccc1)C1CCS(=O)(=O)C1 (centres undefined)	-4	7	-1	3	-1	2	1	2	7
COC(=O)CSc1nnc(NC(=O)CCc2ccccc2)s1	2	4	-2	9	4	0	19	8	1
COc1ccc(C2=C(c3ccc(OC)c(OC)c3)CN3CCCCC3C2)cc1 (centres undefined)	nt	nt	-5	nt	2	14	5	2	nt
Cc1ccc(N(C)C(=O)CC(C)S(=O)(=O)c2ccc3c(c2)NC(=O)CO3)cc1 (centres undefined)	0	-3	0	-2	-1	-4	2	1	3
COc1ccc(OC)c(NC(=O)Cc2coc3ccc(C)cc23)c1	-1	-1	0	2	5	-2	-3	12	2
CCOCCCn1c(SC(C)C(=O)NCC2CCCO2)nc2sc(C)c(C)c2c1=O (centres undefined)	nt	nt	1	-1	1	-4	-3	2	3
COc1ccc(C(=O)N2CCC(CCC(=O)Nc3cccc(C)c3)CC2)cc1	3	0	-5	-3	3	-1	6	0	4
COc1ccc(OC)c(NC(=O)CN(C)S(=O)(=O)c2ccc(Cl)cc2)c1	6	2	0	7	9	6	4	6	-1
COc1cccc(CNC(=O)c2n[nH]c3ccccc23)c1	2	-2	0	-1	5	4	0	-3	0
CCCCC1CCC(/C(N)=N/O)CC1 (centres undefined)	-6	2	-3	-3	-1	-6	5	3	-4
Cc1cccc(OCC(=O)OCC(=O)Nc2sccc2C(N)=O)c1	nt	nt	-6	nt	3	3	8	15	nt
Nc1ccc(S(=O)(=O)Nc2ccnn2-c2ccccc2)cc1	0	-13	-5	3	7	10	2	6	2
Cc1cc(NC(=O)c2cc(-c3ccncc3)nc3ccccc23)ccc1Br	nt	nt	-3	nt	-19	-26	-22	-8	nt
CC(c1ccccc1)N1CC(C(=O)Nc2ccc(F)cc2)CC1=O (centres undefined)	nt	nt	-7	3	4	1	6	1	-3
O=C(N/N=C/c1cccnc1)c1ccc(Cl)c(Cl)c1	-5	-2	0	-5	9	-6	-2	-4	-5
COc1ccc(C(=O)/C=C/c2ccccc2C(F)(F)F)cc1	-7	-3	-6	-4	1	1	2	5	-4
CCCCOc1ccc(NC(=O)Nc2nnc(C)s2)cc1	-3	0	4	4	7	3	4	3	14
CC(C)[C@@H](C(=O)NC1CCN(Cc2ccccc2)CC1)N1C(=O)N2CCc3c([nH]c4ccccc34)[C@@]2(C)C1=O	-2	2	2	0	3	-1	1	-1	-1
CCc1ccc(CN(C(=O)c2oc3ccccc3c2C)C2CCS(=O)(=O)C2)cc1 (centres undefined)	2	3	1	-3	6	-1	5	8	2
COc1cc(C(=O)OCC(=O)c2ccccc2)cc2c1OCCO2	nt	nt	-3	-3	3	20	4	-4	1
Cc1occc1-c1nnc(SCC(=O)N2CCOCC2)o1	-7	-2	-3	0	3	-4	3	5	-5
COc1ccc(OC)c(/C=C/C(=O)OCC(=O)NC2CCCCCCC2)c1	nt	nt	1	-4	5	90*	8	20	11
O=S1(=O)CCC(NS(=O)(=O)c2ccc3ccccc3c2)C1 (centres undefined)	-5	4	-1	0	6	0	4	4	5
Cc1ccc2oc(-c3ccccc3)nc2c1	3	-1	-2	4	4	0	2	4	5
S=C(NCCc1ccccc1)NCc1cccs1	2	5	0	-1	5	3	3	1	2
Cc1ccc(S(=O)(=O)N2CCOCC2)cc1C(=O)N1CCN(c2ccc(C(F)(F)F)cn2)CC1	nt	nt	1	nt	9	11	4	10	nt
O=C(O)CCn1c2c(c3ccccc31)CCCC2	-2	-2	0	5	3	11	1	6	-9
O=C(Nc1ccccc1-c1ccccc1)c1cccs1	0	-2	-1	1	2	1	3	3	-1
CCOP(=O)(OCC)/C(=C/N1CCCCC1)NC(=O)c1ccccc1	4	4	0	3	1	1	-2	-1	-3
CCCNC(=O)c1cc(Cl)c(NC(=O)C2=CSCCO2)cc1OC	-5	-1	-4	-1	5	1	4	3	3
O=C(c1nc2ccccn2c1CNCCn1ccc2ccccc21)N1CCOCC1	-1	1	-1	3	10	-4	1	1	-1
N#Cc1ccccc1S(=O)(=O)N1CCN(C(=O)CCc2ccccc2)CC1	nt	nt	3	5	2	-6	6	2	6
O=C(NN1C(=O)C2C3C=CC(C3)C2C1=O)c1ccncc1 (centres undefined)	-6	-4	-1	-5	9	-1	3	3	-3
Cc1ccccc1OCCNc1cc(N2CCCCC2)ccc1[N+](=O)[O-]	-9	0	2	-4	3	-7	2	6	1
C[C@]12C=CC(=O)C=C1CCC1C3CC[C@](O)(C(=O)CO)[C@@]3(C)CC3OC312 (some centres undefined)	-1	2	2	1	0	1	0	-4	0
O=C(CNc1cccc2ccccc12)N/N=C/C(Br)=C/c1ccccc1	15	8	2	-8	18	-5	8	6	27*
CCCCC(=O)Nc1ccc2c(c1)oc1ccccc12	-4	0	-4	-2	-10	-7	5	8	-4
CC1CN(CCCCOc2ccc(F)cc2)CC(C)O1 (centres undefined)	-2	-2	1	2	0	2	7	2	0

# Next section.
SMILES	GSTO1 inh	Fam108B inh	PAD4 inh	LYPLA1 counter	PAFAH1B3 FP inh	PAFAH2 inh	PAFAH1B2 FP inh	pPAFAH inh	PME-1 inh
CN(c1ccccc1C(=O)Nc1ccc(F)c(Cl)c1)S(C)(=O)=O	-2	-3	-3	4	-1	7	-5	1	-5
C=CCN=Cc1sc2ccc(OCC)cc2c1O	3	2	0	0	nt	nt	nt	6	0
CN(C)C(=O)c1cccn1-c1ncc(C(F)(F)F)cc1Cl	-9	2	-3	2	-2	1	3	0	-4
CCOC(=O)c1c(-c2ccccc2)csc1/N=C/C1C(=O)CCCC1=O	-4	-5	-38	-1	5	-8	16	-9	0
CC(=O)N1CCc2cc(S(=O)(=O)CCC(=O)NCc3ccco3)ccc21	-2	-1	-5	-6	10	2	5	-4	-5
C=CCC[C@@H](Cc1ccc(F)cc1)C(=O)O[C@H](CNC(=O)[C@H](CC=C)CC(=O)N(CCO)Cc1ccccc1)c1ccccc1	nt	nt	0	nt	0	0	5	5	nt
CCn1ncc(Br)c1C(=O)Nc1ccc(OC(F)(F)F)cc1	6	-2	0	2	3	-2	-1	4	-2
Cc1cc(C)cc(NC(=O)CCn2cnc3cc(C)c(C)cc32)c1	-4	0	3	1	9	-8	7	1	-3
COCC1OS(=O)(=O)NC(CC(=O)SC(C)(C)C)C1C (centres undefined)	1	-3	4	-3	-5	10	7	0	1
CNC(=O)NC(=O)CN1C(=O)NC2(CCOc3ccccc32)C1=O (centres undefined)	5	6	-3	-4	6	0	6	-1	2
O=C(c1ccccc1)c1cnc2ccc(Cl)cc2c1N1CCOCC1	1	-2	0	0	2	2	2	-2	-5
COc1ccc(Cl)cc1NS(=O)(=O)c1cccc(C(=O)N2CC(C)OC(C)C2)c1 (centres undefined)	nt	nt	-1	2	6	5	1	2	8
NC(=O)C1(N2CCCCC2)CCN(C(=S)NC2CCCC2)CC1	5	-4	-4	3	3	-8	0	-1	13
COc1cc(OC)cc(-c2c(-c3ccc(C(C)=O)cc3)c3cc(-c4cccc5[nH]ccc45)ccc3n2C)c1	nt	nt	1	nt	-6	-1	2	2	nt
CC1CCCN(C(=O)COC(=O)c2ccc3[nH]c4c(c3c2)CCCC4)C1 (centres undefined)	9	0	0	3	-2	41*	5	9	5
Cc1ccc(CNC(=O)CCCc2c[nH]c3ccccc23)cc1	4	0	0	1	7	3	10	4	-5
CC1(C)C(c2cccs2)=[N+]([O-])C2(CCCCC2=O)N1O (centres undefined)	0	0	-2	0	-2	2	1	1	-4
Cc1cccc(C)c1NC(=O)c1ccc(-n2cnnn2)cc1	3	-2	4	2	0	-2	4	0	-5
CC1CCC(NC(=O)CN2CCC(n3nnc4cc(F)ccc43)CC2)CC1 (centres undefined)	1	-2	2	-1	5	4	-3	1	16
CC1(C)NC(=O)N(CC(O)CN(c2cccc([N+](=O)[O-])c2)S(=O)(=O)c2ccccc2)C1=O (centres undefined)	-1	2	-1	1	1	-1	9	-1	1
O=C(C1=C[C@@H](C2CCCCC2)C[C@@H](OCc2ccc(CO)cc2)O1)N1CCOCC1	3	-2	-3	1	2	2	-4	1	-6
O=C(Nc1ccc2ccccc2c1)c1cn(-c2ccccc2)nc1-c1cccs1	-36	4	-14	-23	-103	-51	-45	7	-73

# A portion of the library. The share of hits here may be higher or lower than overall.
